Screens from PubChem.
GPR151 ag: activators of human GPR151; Q8TDV0; PathHunter beta-arrestin GPR151 cells, luminescence; activation, % at 11.2 µM; 650,000 tested, 1% active; in the data active = activation above about 4.9%;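 note: 0% = median of compound wells and 100% = cells with positive control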
Target sequence (Q8TDV0 whole entry, looked up): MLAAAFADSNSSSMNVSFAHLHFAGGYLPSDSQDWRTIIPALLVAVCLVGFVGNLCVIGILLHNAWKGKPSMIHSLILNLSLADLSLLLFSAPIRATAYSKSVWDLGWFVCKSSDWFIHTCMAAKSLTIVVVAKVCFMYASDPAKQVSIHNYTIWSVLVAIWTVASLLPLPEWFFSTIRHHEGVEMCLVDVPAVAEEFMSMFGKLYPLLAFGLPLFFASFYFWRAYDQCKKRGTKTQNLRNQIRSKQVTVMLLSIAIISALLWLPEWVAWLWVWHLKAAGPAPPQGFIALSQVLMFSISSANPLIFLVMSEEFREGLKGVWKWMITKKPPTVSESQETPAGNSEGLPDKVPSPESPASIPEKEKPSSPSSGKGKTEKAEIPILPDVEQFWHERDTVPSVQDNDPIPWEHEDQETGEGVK
MITF primary: inhibitors of human MITF; O75030; AID 1259374; AlphaScreen MITF homodimerization, bead proximity signal; inhibition, % at 2.6 µM; 650,000 tested, 0.91% active; in the data active = inhibition above about 50%;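 note: 0% = vehicle wells with protein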
Target sequence (O75030 whole entry, looked up): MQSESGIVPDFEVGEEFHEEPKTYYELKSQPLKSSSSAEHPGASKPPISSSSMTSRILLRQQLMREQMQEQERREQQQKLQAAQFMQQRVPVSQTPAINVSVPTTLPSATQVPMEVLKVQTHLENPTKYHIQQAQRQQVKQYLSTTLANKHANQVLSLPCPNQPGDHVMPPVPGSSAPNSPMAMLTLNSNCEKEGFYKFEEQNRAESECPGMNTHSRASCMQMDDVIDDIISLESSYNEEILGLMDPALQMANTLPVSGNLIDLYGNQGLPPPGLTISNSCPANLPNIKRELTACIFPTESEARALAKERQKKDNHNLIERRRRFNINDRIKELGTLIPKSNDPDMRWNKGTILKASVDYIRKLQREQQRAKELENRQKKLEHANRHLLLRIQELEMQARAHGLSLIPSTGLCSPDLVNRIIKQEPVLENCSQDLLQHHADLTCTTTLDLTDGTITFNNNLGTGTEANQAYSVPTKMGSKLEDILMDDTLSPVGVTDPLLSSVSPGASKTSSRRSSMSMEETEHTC
TEAD-YAP block: TEAD-YAP interaction inhibition; HEK-TIYL cells, TEAD-Gal4/YAP UAS-luciferase luminescence; inhibition, % at 9.12 µM; 640,000 tested, 1.4% active; in the data active = inhibition above about 32%;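 note: 0% = median of test compound wells and 100% = reference inhibitor wells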
FBW7 act: activators of human E3 ligase FBW7. Q969H0. AlphaScreen FBW7–phospho-cyclin E peptide binding, activator screen. normalized activity (activation), % at 26.1 µM. 650,000 tested, 0.13% active. AID 1259310; in the data active = normalized activity above about 1.9%;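 note: purified mutant Fbw7 with reduced substrate affinity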
* hit, by the source's call; i = inactive; & = joins results of further samples. Rows were taken by chance, and some 3.5% of all compounds hit somewhere here.

Under each structure – GPR151 ag | MITF primary | TEAD-YAP block | FBW7 act
CC1=C(C(=O)Nc2ccccc2)C(c2cccc(Br)c2)n2nnnc2N1 (centres undefined)
  2.4 | -3 | -6 | 0.0
Cc1cc(C)n2ncc(C(=O)NC3CCCCC3)c2n1
  -0.1 | -5 | 4 | 0.0
COc1cc(C2NC(=O)NC(C)=C2C(=O)OCC(F)(F)F)cc(Cl)c1O (centres undefined)
  1.0 | 15 | -14 | 0.1
CCOC(=O)C1(CCCc2ccccc2)CCN(C(=O)CCc2cnn(C)c2)CC1
  0.6 | 3 | -6 | 0.0
Cc1nn(CC(=O)Nc2ccc(CC#N)cc2)c(C)c1Cl
  0.3 | 11 | 8 | -0.1
CCOc1cc2[nH]c(=O)n(CCCC(=O)NC(C)C)c(=O)c2cc1OCC
  -0.4 | 0 | 3 | -0.1
CCOc1ccc(/C=C(\C#N)C(=O)NCCOC)c2ccccc12
  -0.5 | 6 | 4 | -0.1
Cn1c(=O)c2c(nc3n2CC(=O)N3c2cccc(Cl)c2)n(C)c1=O
  -0.4 | 5 | 9 | 0.0
CCCOC(=O)c1cccc(NC(=O)c2ccc(C(=O)C(=O)c3ccccc3)cc2)c1
  2.3 | -7 | -1 | -0.1
CCOc1ccc(NC(=O)CCCNC(=O)Cn2cnc3sc4c(c3c2=O)CCCC4)cc1
  -0.8 | 3 | 10 | 0.3
COC(=O)C1=C(C)OC(N)=C(C#N)C1c1cccnc1 (centres undefined)
  -1.9 | 6 | 8 | 0.3
O=C1NN(c2ccccc2)C(=O)/C1=C/c1cc([N+](=O)[O-])ccc1OCc1ccc(F)cc1
  1.1 | -37 | -16 | 0.1
O=C(Nc1ccc(Cl)cc1)C(c1ccccc1)N1CCOCC1 (centres undefined)
  -0.6 | 11 | 5 | 0.3
COc1ccc(C(=O)Nc2ccccc2)cc1S(=O)(=O)NCc1ccco1
  0.9 | 15 | -6 | 0.8
Cc1cc(=O)oc2c1c(C)nn2-c1ccc(Cl)cc1
  -0.8 | 2 | 6 | 0.1
COc1ccc(NC(=O)c2cc3c(n(-c4ccc(C)cc4)c2=O)CCCC3=O)c(OC)c1
  1.0 | 8 | 1 | 0.0
COc1ccc(/C=C\C(=O)NCC2OCCc3ccccc32)cc1OC (centres undefined)
  0.5 | -6 | -5 | -0.1
O=C1C2C(c3ccc(Cl)cc3)OC3(C(=O)c4ccccc4C3=O)C2C(=O)N1c1ccc(F)cc1F (centres undefined)
  -1.0 | 15 | 4 | 0.2
COc1ccc(C2=NN(c3ccccc3F)C(c3ccc(Cl)cc3)C2)cc1 (centres undefined)
  -1.3 | 16 | -29 | 0.2
Cc1ccc2nc(-c3ccc(N=CN(C)C)cc3)sc2c1
  -3.2 | 2 | 17 | 0.1
CCCCCNC(=O)CCNC(=O)c1ccc2c(c1)OCO2
  0.5 | 2 | 5 | -0.1
COc1ccc(CNc2c(-c3ccco3)nc3cnccn23)cc1
  0.8 | 6 | 9 | 0.1
COc1ccc(N(C)C(=O)Cc2c(C(=O)O)[nH]c3ccc(Cl)cc23)c(OC)c1
  -0.6 | -2 | 7 | -0.1
CCOC(=O)c1ccc(NC(=O)c2ccc(Cl)cc2[N+](=O)[O-])cc1
  -1.5 | -16 | -4 | -0.1
NC(=O)C1CCN(C(=O)CN2CCN(c3ccccc3)CC2)CC1
  -0.6 | 21 | 1 | -0.1
O=C1CSC(=O)N1CC(O)COc1ccccc1 (centres undefined)
  1.2 | 6 | -4 | -0.1
NC(=O)c1ccccc1NC(=O)CSc1nc2ccccc2[nH]1
  -0.7 | -8 | -39 | 0.0
Cc1ccc(CCNC(=O)C2CC(=O)N(C3CCCCCCC3)C2)cc1 (centres undefined)
  -0.5 | 10 | -6 | -0.1
OC(COc1c(Cl)cccc1Cl)CN1CCCC1 (centres undefined)
  -1.6 | 22 | -7 | -0.1
COc1cccc(C(=O)N(Cc2cccnc2)Cc2cc3ccccc3[nH]c2=O)c1
  -1.2 | 7 | -3 | -0.2
COc1ccc(CC2(NC(=O)c3ccc(Cl)cc3)N=C3C(C)=CC=CN3C2=O)cc1 (centres undefined)
  -0.2 | -20 | -6 | 0.0
COc1ccc(-c2cnc3[nH]c(=O)n(CC4CC4)c3n2)cc1
  -0.3 | -5 | 4 | 0.1
COCCN(C(=O)c1ccccn1)c1nnc(C)s1
  2.7 | 15 | -54 | -0.1
CCCCN=C(N)/C(C(=O)OCC)=C(\O)c1ccc(OC)cc1
  1.0&-0.7 | -16&0 | -4&-12 | -0.4&0.1
O=C(CCc1ccccc1)NNc1cc(N2CCCC2)nc(N2CCCC2)n1
  1.0 | 12 | 7 | 0.0
COC(=O)c1c(NC(=O)c2ccc(S(=O)(=O)N3CCC(C)CC3)cc2)sc2c1CC(C)(C)NC2(C)C
  -1.6 | 2 | 12 | 0.3
CCOc1c(C=C(C#N)C#N)c2ccccc2n1CC
  -0.4 | 7 | -6 | 0.0
Cc1ccccc1NS(=O)(=O)c1ccc2c(c1)OCCN2C
  0.2 | 8 | 3 | -0.1
CCOc1ccc2nc(N3CCCN(Cc4nc5ccccc5[nH]4)CC3)nc(C)c2c1
  0.8 | 1 | -14 | 0.1
CCOc1ccc(C2/C(=C(/O)c3ccccc3)C(=O)C(=O)N2CCOC)cc1 (centres undefined)
  1.5 | -9 | -10 | 0.0
O=c1c2c3c(sc2ncn1Cc1cccc([N+](=O)[O-])c1)CCC3
  0.0 | 9 | -12 | -0.1
CCN1CCN(C(=O)CCc2nnc(Cc3cccc(C)c3)o2)[C@@H](C)C1=O
  -0.5 | 9 | -11 | 0.4
CC1CCN(CC(=O)N2c3ccccc3Sc3ccccc32)CC1
  1.0 | 7 | -3 | -0.2
Cc1ccc(N2CCN(S(=O)(=O)c3c(C)noc3C)CC2C)cc1 (centres undefined)
  0.9 | 5 | 1 | -0.2
COC(=O)C1=C(N)Oc2cc(C)[nH]c(=O)c2C1c1ccccc1 (centres undefined)
  0.3 | 14 | 12 | 0.3
CC(C)C[C@H](O)C(=O)N1CCC(C(=O)Nc2ccc3[nH]ncc3c2)C1 (some centres undefined)
  0.4 | 11 | -3 | 0.1
CCC(=O)NC(N1CCCCC1c1cccnc1)(C(F)(F)F)C(F)(F)F (centres undefined)
  -0.3 | 8 | -3 | 0.1
Cc1ccc(C(=O)Oc2ccc3c(=O)c(Oc4cc(C)ccc4C)coc3c2)cc1
  -0.5 | 10 | 4 | 0.8
COCCn1c(SCC(=O)N2CCc3ccccc32)nnc1-c1ccco1
  0.3 | 18 | 5 | 0.0
CCCCOc1ccc(C(=O)Nc2cc3cc(Cl)ccc3oc2=O)cc1
  -0.4 | -1 | -11 | 0.0
CC(=O)c1cccc(-c2cnc3c(Nc4ccccc4)nccn23)c1
  -3.2 | 9 | 3 | -0.1
CCCc1nc2ccccc2n1CC(O)COc1ccc([N+](=O)[O-])cc1 (centres undefined)
  3.5 | 3 | 1 | 0.2
Cc1c(NS(=O)(=O)c2ccccc2)cc(Cl)c(O)c1C
  1.3 | 2 | -1 | -0.2
CC(C)(C)N(Cc1ccccc1)C(=O)COC(=O)c1ccc(Br)o1
  -1.1 | -11 | -3 | 0.6
COC(=O)C(=O)c1c[nH]c2ccccc12
  1.4 | -3 | -14 | -0.1
CCOc1ccc(OCCN2C(=O)CSC2c2ccc(NC(C)=O)cc2)cc1 (centres undefined)
  1.0 | 6 | 5 | -0.1
COc1ccc(-c2cc(-c3ccccc3)nc(SCCCC(=O)c3ccc(F)cc3)c2C#N)cc1
  0.3 | 2 | -4 | -0.3
CCN=c1scc(-c2cccs2)n1/N=C(\C)c1ccccn1
  1.6 | 33 | 30 | -0.8
CCCNc1nc(Nc2ccc(C(F)(F)F)cc2)nc(N(CC)CC)n1
  0.4 | -5 | 10 | -0.1
COc1ccc(S(=O)(=O)Nc2ccc3oc(C)c(C(C)=O)c3c2)cc1
  1.9 | -5 | 55* | 0.0

An excerpt of these results, as labelled records.
COc1ccc(-c2cc(-c3ccccc3)nc(SCCCC(=O)c3ccc(F)cc3)c2C#N)cc1
  GPR151 ag: 0.3	MITF primary: 2	TEAD-YAP block: -4	FBW7 act: -0.3

CCN=c1scc(-c2cccs2)n1/N=C(\C)c1ccccn1
  GPR151 ag: 1.6	MITF primary: 33	TEAD-YAP block: 30	FBW7 act: -0.8

The list continues:
Under each structure – GPR151 ag | MITF primary | TEAD-YAP block | FBW7 act
O=C(Nc1ccccc1F)c1cccc(NC2=C(Cl)C(=O)N(Cc3ccccc3)C2=O)c1
  -1.7 | 12 | 16 | 0.2
CCc1cccc(CC)c1NC(=O)CN1C(=O)C2C3C=CC(C3)C2C1=O (centres undefined)
  2.3 | 8 | -9 | 0.0
COc1ccc(OCC(=O)Nc2ccc(C)c(Cl)c2)cc1
  0.0 | 1 | -3 | 0.2
CC1CN(C(=O)c2cc(-c3ccccc3)nc3ccccc23)CC(C)O1 (centres undefined)
  0.3 | -16 | -8 | -0.1
CC(=O)c1cccc(-c2ncc(C(=O)NCc3nc4ccccc4[nH]3)s2)c1
  3.5 | 6 | 1 | -0.2
CCc1ccc(C(=O)COC(=O)C(Cc2c[nH]c3ccccc23)NC(=O)c2ccc(CC)cc2)cc1 (centres undefined)
  1.2 | 2 | 4 | -0.1
CCCCCCCC(=O)N/N=C/c1ccco1
  0.0 | 1 | 4 | 0.0
CCC(C)C(=O)NCc1nnc2n1CCN(Cc1ccc(N(C)c3ccccc3)cc1)CC2 (centres undefined)
  1.4 | 3 | 22 | -0.1
O=C(NC1CC1)c1ccc(-c2nc(NCCc3ccc(O)cc3)c3ncn(-c4ccccc4)c3n2)cc1
  -1.3 | -3 | 56* | 0.0
C/C(N)=C(/C#N)C(=O)Cn1ncc(Cl)c(Cl)c1=O
  -0.9 | 25 | 0 | 0.5
Fc1ccccc1C1C=C(c2ccc(Cl)cc2)Nc2nnnn21 (centres undefined)
  -1.9 | 16 | 13 | 0.2
COC(=O)c1c(C)oc2ccc(N(C(=O)c3ccncc3)S(=O)(=O)c3ccc4ccccc4c3)cc12
  0.3 | 16 | 1 | 0.2
Cc1ccc(CNC(=O)c2cn(C)c(=O)c3c2c2ccccc2n3C)o1
  -0.1 | -3 | 1 | -0.2
COCCOC(=O)C1=C(C)N(Cc2ccccc2)C(=O)NC1c1ccccc1F (centres undefined)
  2.2 | -16 | 0 | 0.0
C(=C\c1ccccc1)/CN1CCOc2ccc(CN3CCN(c4ncccn4)CC3)cc2C1
  -1.2 | 6 | 14 | 0.0

Next part.
Molecule	GPR151 ag	MITF primary	TEAD-YAP block	FBW7 act
CC(=O)N1CCCCC1c1ccc[n+](C)c1 (centres undefined)	0.6	3	5	0.0
Cc1cc(C(F)(F)F)nc(NC(=O)NC(=O)c2c(F)cccc2F)n1	0.2	1	-1	-0.1
CC1CN/C(=C/C(=O)c2ccc(Br)cc2)C(=O)N1 (centres undefined)	0.2	-4	-33	0.0
COc1ccc(CNCc2ccc(C(=O)O)cc2)cc1	-1.7	26	11	0.1
CCOC(=O)c1cccc(NC(=O)CSc2ccsc2[N+](=O)[O-])c1	0.8	21	9	-0.3
CCOC(=O)c1sc(N2C(=O)c3ccccc3C2=O)nc1C	0.8	10	7	0.1
CCN1CCN(CCOc2ccc3ccccc3c2)CC1	0.9	37	9	-0.2
Cc1ccc(N2CC(c3nc4ccccc4n3C)CC2=O)cc1C (centres undefined)	4.6	5	1	-0.1
NC(=O)c1ccc2c(N)nn(-c3ccc(F)cc3)c2c1	-1.6	-9	10	0.1
Cc1cc2c(cc1C)NC(CC(N)=O)C(=O)N2 (centres undefined)	1.3	-1	2	-0.2
CSc1cccc(NC(=O)c2cncc(Br)c2)c1	0.3	2	-24	0.0
COc1cc(/C=N/NC(=O)COc2ccc(Cl)cc2)cc(Br)c1OC	0.9	0	7	0.1
CC1(C)C(C=C(Cl)Cl)C1C(=O)N1CCc2ccccc21 (centres undefined)	0.1	0	-9	-0.1
CCOC(=O)c1c(C)n(C)c2ccc(OCC(O)CN3CCCCC3C)cc12 (centres undefined)	-1.0	i	-5	0.3
Cc1cc(C(=O)Nc2cccc(Br)c2)n[nH]1	-7.2	-1	-71	0.0
Cc1ccc(NC(=O)CN2C(=O)S/C(=C\c3ccc(C(=O)O)cc3)C2=O)cc1	-0.7	6	-5	0.0
O=C(CCCC(=O)OCc1ccc([N+](=O)[O-])cc1)Nc1ccccc1	-0.4	-12	0	0.2
COc1cc(=O)n2c(c1C(=O)N1CCCC1)CCN(Cc1ccc(C)o1)CC2	1.8	2	-4	-0.1
OCCC1CN(Cc2cc(F)cc(F)c2)CCN1Cc1ccccc1 (centres undefined)	0.0	8	7	0.1
CCCc1cc(=O)oc2cc(OC(C)=O)ccc12	-0.6	14	7	0.1

Whole records from above:
`CCOc1ccc(C2/C(=C(/O)c3ccccc3)C(=O)C(=O)N2CCOC)cc1` (centres undefined) is listed as GPR151 ag = 1.5; MITF primary = -9; TEAD-YAP block = -10; FBW7 act = 0.0
`COc1ccc(-c2cc(-c3ccccc3)nc(SCCCC(=O)c3ccc(F)cc3)c2C#N)cc1` is listed as GPR151 ag = 0.3; MITF primary = 2; TEAD-YAP block = -4; FBW7 act = -0.3
`CC1CN(C(=O)c2cc(-c3ccccc3)nc3ccccc23)CC(C)O1` (centres undefined) is listed as GPR151 ag = 0.3; MITF primary = -16; TEAD-YAP block = -8; FBW7 act = -0.1

More structures.
Molecule	GPR151 ag	MITF primary	TEAD-YAP block	FBW7 act
CCCCOC(=O)c1ccc(NC(=O)COc2cc(C)ccc2C(C)C)cc1	-0.7	5	2	-0.1
COCCOC(=O)C1=C(C)OC(N)=C(C#N)C1c1cc2cccc(C)c2nc1Cl (centres undefined)	-1.1	8	1	-0.1
CC1CCCC(NC(=O)c2ccc3c(=O)n(Cc4ccc5c(c4)OCO5)c(=O)[nH]c3c2)C1C (centres undefined)	0.0	-3	-5	-0.1
Nc1ncnc2c1nc(S(=O)(=O)O)n2CCOc1cccc2ccccc12	1.8	18	-17	0.3
